From PubChem BioAssay
TEAD-YAP inh: TEAD-YAP interaction inhibition, primary screen, TEAD-YAP interaction inhibitor project, luminescence, HEK-TIYL cells | TEAD-Gal4/YAP UAS-luciferase luminescence | inhibition, % at 9.12 µM | 640,000 compounds, 1.4% hits | AID 1259422, 2018; in the data active means inhibition above about 32%;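 further: 0% = median of test compound wells and 100% = reference inhibitor wells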
FBW7 act: FBW7 E3 ligase activators, primary screen, biochemical, AlphaScreen, human; F-box/WD repeat-containing protein 7 (Homo sapiens), Q969H0; AID 1259310, 2017; AlphaScreen FBW7–phospho-cyclin E peptide binding, activator screen; 650,000 compounds, 0.13% hits; normalized activity (activation), % at 26.1 µM; in the data active means normalized activity above about 1.9%;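 further: purified mutant Fbw7 with reduced substrate affinity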
Target sequence (Q969H0 whole entry, looked up): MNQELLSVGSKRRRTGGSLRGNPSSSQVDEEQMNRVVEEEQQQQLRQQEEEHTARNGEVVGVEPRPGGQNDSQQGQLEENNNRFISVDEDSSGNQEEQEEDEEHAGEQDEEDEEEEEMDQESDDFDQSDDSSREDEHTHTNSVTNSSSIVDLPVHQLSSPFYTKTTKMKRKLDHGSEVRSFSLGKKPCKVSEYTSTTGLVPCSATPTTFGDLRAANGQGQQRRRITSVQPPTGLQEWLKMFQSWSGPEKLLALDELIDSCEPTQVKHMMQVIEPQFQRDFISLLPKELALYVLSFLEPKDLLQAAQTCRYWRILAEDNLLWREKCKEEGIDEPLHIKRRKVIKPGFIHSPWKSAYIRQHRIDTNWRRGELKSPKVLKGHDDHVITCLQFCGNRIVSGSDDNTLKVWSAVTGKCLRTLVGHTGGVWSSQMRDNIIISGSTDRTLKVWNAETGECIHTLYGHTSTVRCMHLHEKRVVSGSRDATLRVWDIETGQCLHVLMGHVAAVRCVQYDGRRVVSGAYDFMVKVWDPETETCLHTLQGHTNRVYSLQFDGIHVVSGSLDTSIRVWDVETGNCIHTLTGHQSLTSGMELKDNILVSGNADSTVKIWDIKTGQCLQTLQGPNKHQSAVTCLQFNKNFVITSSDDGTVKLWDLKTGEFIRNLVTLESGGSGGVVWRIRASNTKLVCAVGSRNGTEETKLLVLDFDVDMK
GPR151 activ: activators of human GPR151, primary screen, cell-based, PathHunter beta-arrestin, luminescence | G-protein coupled receptor 151 (Homo sapiens), Q8TDV0 | PathHunter beta-arrestin GPR151 cells | activation, % at 11.2 µM | 650,000 compounds, 1% hits; in the data active means activation above about 4.9%;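 further: 0% = median of compound wells and 100% = cells with positive control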
Target sequence (Q8TDV0 whole entry, looked up): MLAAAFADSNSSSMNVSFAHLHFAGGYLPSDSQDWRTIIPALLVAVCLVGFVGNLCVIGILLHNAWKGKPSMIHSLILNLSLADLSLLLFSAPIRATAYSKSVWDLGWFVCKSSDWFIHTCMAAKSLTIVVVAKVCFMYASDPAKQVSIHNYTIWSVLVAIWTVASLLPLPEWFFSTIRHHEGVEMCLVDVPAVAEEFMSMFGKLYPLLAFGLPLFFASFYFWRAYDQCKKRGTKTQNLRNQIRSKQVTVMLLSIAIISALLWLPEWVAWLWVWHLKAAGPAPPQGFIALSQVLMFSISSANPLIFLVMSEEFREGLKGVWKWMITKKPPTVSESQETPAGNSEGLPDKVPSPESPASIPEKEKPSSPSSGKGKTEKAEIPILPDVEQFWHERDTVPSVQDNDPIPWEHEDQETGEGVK
MITF primary: MITF inhibitors, primary screen, biochemical, AlphaScreen, human; AlphaScreen MITF homodimerization, bead proximity signal; inhibition, % at 2.6 µM; 650,000 compounds, 0.91% hits; in the data active means inhibition above about 50%;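 further: 0% = vehicle wells with protein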
Active calls of the source: *; · = no result given.

SMILES | TEAD-YAP inh | MITF primary | GPR151 activ | FBW7 act
COc1cc(C2C(C(=O)OCC3CCCO3)=C(C)NC3=C2C(=O)CC(C)(C)C3)cc(Cl)c1O (stereo not drawn) | -8.9 | -14.7 | 0.8 | 0.0
CN1CCN(c2nc(-c3ccc(Cl)s3)cs2)CC1 | -39.8 | 15.4 | 0.3 | -0.1
Cc1ccc(Cl)cc1N(CC(=O)Nc1ccc(C(N)=O)cc1)S(C)(=O)=O | -7.3 | -5.3 | 0.9 | 0.1
O=C1C(=O)N(CCN2CCOCC2)C(c2ccccc2F)/C1=C(/O)c1ccc(F)cc1 (stereo not drawn) | -4.5 | -10.8 | -0.3 | -0.1
C=CCn1c(C)cn2c3c(=O)n(CCC)c(=O)n(C)c3nc12 | 4.0 | -2.7 | -1.4 | -0.1
O=C(NC1CCN(Cc2ccccc2)CC1)c1cc(=O)[nH]c2ccccc12 | 10.9 | 5.8 | 1.3 | 0.6
COC(=O)CCCC(=O)Nc1ccc(OC)cc1 | -3.0 | 5.4 | 1.2 | 0.1
CC(NC(=O)C1CCN(C)CC1)c1nnc2n1CCN(Cc1cccc(Cl)c1)CC2 (stereo not drawn) | 2.0 | -4.1 | 0.3 | 0.0
COc1cc(CNCC(C)C)cc(Cl)c1OC | 1.9 | 20.2 | 0.1 | 0.8
CC1=C(C(=O)OC2CCCCC2)C(c2ccc(Cl)cc2)C2=C(CC(c3ccc(Cl)cc3)CC2=O)N1 (stereo not drawn) | 15.8 | -8.6 | -0.1 | 0.2
S=c1nc(-c2ccc(Cl)cc2Cl)[nH][nH]1 | -2.9 | -8.8 | 0.8 | 0.0
CCC1CCCCN1C(=O)Cn1c(=O)oc2cc(S(=O)(=O)N3CCCC3)ccc21 (stereo not drawn) | 0.5 | 10.2 | 0.7 | 0.2
O=C(Nc1nnc(S(=O)(=O)N2CCCCC2)s1)c1cccc([N+](=O)[O-])c1 | 1.4 | 5.1 | 1.3 | -0.1
C/C(=N\Nc1nc2ccccc2s1)c1cccs1 | -20.2 | -5.5 | -1.6 | -0.1
COc1ccc(C(=O)O/N=C(\N)c2ccc(Cl)cc2)cc1 | -15.1 | 11.3 | 0.0 | -0.1
O=C(NN1C(=O)C2C3c4ccccc4C(c4ccccc43)C2C1=O)c1cccnc1 (stereo not drawn) | 0.1 | 10.9 | 0.4 | -0.1
Cc1ccc(Nc2nc(C(=O)N3CCN(c4ccccc4)CC3)cs2)cc1 | -14.4 | -11.5 | 0.0 | -0.1
COc1cc(F)ccc1S(=O)(=O)N1CCN(C23CC4CC(CC(C4)C2)C3)CC1 | -5.3 | 3.9 | -0.6 | 0.1
COc1cc(/C=C2/C(=N)N3N=C(CC(C)C)SC3=NC2=O)ccc1OCCOc1ccccc1 | -11.1 | -4.4 | 0.1 | -0.1
COc1cccc(-n2c(SCC(=O)Nc3ccccc3OC)nnc2-c2ccncc2)c1 | 2.2 | -21.3 | -0.1 | 0.1
Cc1cc(NC(=O)CSc2nc(C3CCCCC3)nc3c2c(=O)n(C)c(=O)n3C)no1 | 3.9 | 15.0 | 1.7 | 0.3
CCSc1nnc(SCc2nnc(-c3cccc([N+](=O)[O-])c3)o2)s1 | 4.4 | -11.6 | 1.2 | 0.0
CCOC(=O)C1=C(C)NC(=S)NC1c1cc(OC)c(O)cc1Br (stereo not drawn) | -10.0 | -2.4 | -1.8 | -0.1
CC(=O)C1=C(C)OC(N)=C(C#N)C1c1cccc(OCc2ccccc2)c1 (stereo not drawn) | -9.6 | 10.4 | -1.6 | 0.0
COc1cc(/C=C2/C(=O)N(c3ccc(I)cc3)N=C2C)ccc1O | 2.4 | 6.5 | 5.4* | -0.1
CC(C)(C)OC(=O)CSc1nnc2sc3ccccc3n12 | -69.1 | -1.5 | -1.1 | 0.0
CCCCNC(=O)CCS(=O)(=O)Cc1ccccc1Cl | -5.9 | -4.2 | 2.3 | -0.1
CN(C)c1ccc(NC(=O)CN2CCN(CC(=O)Nc3ccc(Cl)cc3)CC2)cc1 | 3.5 | 7.1 | -0.2 | 0.1
O=c1[nH]c(SCCO)nc2sc3c(c12)CCCC3 | -1.2 | 15.5 | -1.5 | 0.1
CCOc1ccc(NC(=O)CC2C(=O)N(CC)C(=S)N2NC(=O)c2ccncc2)cc1 (stereo not drawn) | 1.6 | 1.8 | -1.0 | 0.1

Some of the entries so far, with two lines to a compound:
Values run as follows: TEAD-YAP inh, MITF primary, GPR151 activ, FBW7 act
> COc1cc(CNCC(C)C)cc(Cl)c1OC
 : 1.9, 20.2, 0.1, 0.8
> CC1=C(C(=O)OC2CCCCC2)C(c2ccc(Cl)cc2)C2=C(CC(c3ccc(Cl)cc3)CC2=O)N1 (stereo not drawn)
 : 15.8, -8.6, -0.1, 0.2
> S=c1nc(-c2ccc(Cl)cc2Cl)[nH][nH]1
 : -2.9, -8.8, 0.8, 0.0
> CCC1CCCCN1C(=O)Cn1c(=O)oc2cc(S(=O)(=O)N3CCCC3)ccc21 (stereo not drawn)
 : 0.5, 10.2, 0.7, 0.2
> O=C(Nc1nnc(S(=O)(=O)N2CCCCC2)s1)c1cccc([N+](=O)[O-])c1
 : 1.4, 5.1, 1.3, -0.1
> C/C(=N\Nc1nc2ccccc2s1)c1cccs1
 : -20.2, -5.5, -1.6, -0.1
> COc1ccc(C(=O)O/N=C(\N)c2ccc(Cl)cc2)cc1
 : -15.1, 11.3, 0.0, -0.1
> O=C(NN1C(=O)C2C3c4ccccc4C(c4ccccc43)C2C1=O)c1cccnc1 (stereo not drawn)
 : 0.1, 10.9, 0.4, -0.1
> Cc1ccc(Nc2nc(C(=O)N3CCN(c4ccccc4)CC3)cs2)cc1
 : -14.4, -11.5, 0.0, -0.1
> COc1cc(F)ccc1S(=O)(=O)N1CCN(C23CC4CC(CC(C4)C2)C3)CC1
 : -5.3, 3.9, -0.6, 0.1
> COc1cc(/C=C2/C(=N)N3N=C(CC(C)C)SC3=NC2=O)ccc1OCCOc1ccccc1
 : -11.1, -4.4, 0.1, -0.1
> COc1cccc(-n2c(SCC(=O)Nc3ccccc3OC)nnc2-c2ccncc2)c1
 : 2.2, -21.3, -0.1, 0.1
> Cc1cc(NC(=O)CSc2nc(C3CCCCC3)nc3c2c(=O)n(C)c(=O)n3C)no1
 : 3.9, 15.0, 1.7, 0.3
> CCSc1nnc(SCc2nnc(-c3cccc([N+](=O)[O-])c3)o2)s1
 : 4.4, -11.6, 1.2, 0.0
> CCOC(=O)C1=C(C)NC(=S)NC1c1cc(OC)c(O)cc1Br (stereo not drawn)
 : -10.0, -2.4, -1.8, -0.1
> CC(=O)C1=C(C)OC(N)=C(C#N)C1c1cccc(OCc2ccccc2)c1 (stereo not drawn)
 : -9.6, 10.4, -1.6, 0.0
> COc1cc(/C=C2/C(=O)N(c3ccc(I)cc3)N=C2C)ccc1O
 : 2.4, 6.5, 5.4*, -0.1
> CC(C)(C)OC(=O)CSc1nnc2sc3ccccc3n12
 : -69.1, -1.5, -1.1, 0.0
> CCCCNC(=O)CCS(=O)(=O)Cc1ccccc1Cl
 : -5.9, -4.2, 2.3, -0.1
> CN(C)c1ccc(NC(=O)CN2CCN(CC(=O)Nc3ccc(Cl)cc3)CC2)cc1
 : 3.5, 7.1, -0.2, 0.1
> O=c1[nH]c(SCCO)nc2sc3c(c12)CCCC3
 : -1.2, 15.5, -1.5, 0.1
> CCOc1ccc(NC(=O)CC2C(=O)N(CC)C(=S)N2NC(=O)c2ccncc2)cc1 (stereo not drawn)
 : 1.6, 1.8, -1.0, 0.1

The listing continues.
SMILES | TEAD-YAP inh | MITF primary | GPR151 activ | FBW7 act
O=C(CN1Cc2ccccc2C1=O)NCc1ccc(Cl)cc1 | -1.9 | 10.7 | -0.5 | -0.1
O=C1c2cccc(O)c2CCN1Cc1ccc(Br)cc1 | 5.9 | 14.0 | 0.6 | 0.0
Cc1cnc(N2CCN(c3ccccc3)CC2)nc1 | -10.9 | -7.8 | -0.8 | -0.1
CC(=O)c1ccc(NC(=O)COc2ccc([N+](=O)[O-])cc2)cc1 | -13.9 | -2.9 | 1.0 | -0.1
COc1ccc(CC(=O)NNC(=O)c2ccc(Cl)cc2)cc1OC | 4.5 | 16.0 | 5.3* | 0.0
COc1ccc2ccccc2c1CN1CCc2nnc(CCNC(=O)C(C)C)n2CC1 | 8.9 | 11.2 | -1.9 | -0.1
O=C(/C=C/c1c(Cl)cccc1Cl)Nc1nncs1 | -1.2 | -1.0 | 0.7 | -0.1
CC12CCC(C(=O)NC3CCCC3)(CC1=O)C2(C)C (stereo not drawn) | -3.6 | 15.2 | -0.7 | 0.1
C[C@@H]1C[C@H]2[C@@H]3C[C@H](F)C4=CC(=O)C=C[C@]4(C)[C@@]3(Cl)[C@@H](O)C[C@]2(C)[C@H]1C(=O)COC(=O)C(C)(C)C | · | -14.3 | -1.6 | 0.1
O=C(Nc1ccc(-c2nc3ccccc3[nH]2)cc1)c1cccc(Oc2ccccc2)c1 | -9.7 | -11.1 | -1.1 | 0.0
Cc1c(Cl)cccc1N1C(=O)C2C3CCC(C3)C2C1=O (stereo not drawn) | 3.0 | 16.4 | 0.0 | 1.1
Cc1ccc(C(=O)COC(=O)c2c(C)cc(=O)oc2C)cc1[N+](=O)[O-] | 5.9 | -5.8 | 0.3 | -0.2
O=C(Nc1cc(=O)[nH]c(=O)[nH]1)c1cccc(C(F)(F)F)c1 | -1.7 | 3.3 | 2.8 | 0.1
CC(C)[C@H](NC(=O)c1ccccc1)C(=O)OCC(=O)NCC1CCCO1 (stereo partly drawn) | 2.1 | 13.9 | 0.7 | 0.3
CCCCNC(=O)/C(=C/c1ccco1)NC(=O)c1ccco1 | 7.1 | 7.2 | 0.8 | 0.1
CCOC(=O)c1[nH]c(C)c(C(=O)OCC(=O)Nc2sccc2C(N)=O)c1C | 32.3* | -6.3 | 1.6 | 0.0
O=C(Cn1cccc1)N1CCN(Cc2ccccc2)CC1 | 0.9 | 7.5 | -0.3 | -0.1
O=C(NCC1Cc2cc(Cl)cc(-c3ccc4[nH]ccc4c3)c2O1)c1cnn2cccnc12 (stereo not drawn) | 4.8 | 6.4 | -0.4 | 0.0
O=c1cc(CN2CCC3(CC2)OCCO3)c2cc(O)ccc2o1 | -1.6 | 7.8 | -1.2 | -0.1
CCn1c(=NC(=O)CN2C(=O)CCC2=O)sc2cc(F)cc(F)c21 | 3.8 | 0.8 | -0.5 | 0.1
COc1ccc(OCCC(=O)OCC(=O)NC(=O)NC(C)C)cc1 | -6.2 | -5.2 | 0.3 | -0.1
CCc1ccc(C2=CC(c3ccc(OC)c(OC)c3OC)n3ncnc3N2)cc1 (stereo not drawn) | 47.2* | 5.0 | -0.1 | -0.1
COc1ccccc1NC(=O)COc1cc(=O)n2cccc(C)c2n1 | 3.3 | 16.5 | -1.2 | 0.5
Cc1c(C(=O)c2ccccc2)oc2ccc(NC(=O)c3ccncc3)cc12 | -1.6 | 10.1 | -0.7 | 0.1
COCCn1nnnc1C(C(C)C)N1CCN(c2ccccc2OC)CC1 (stereo not drawn) | 0.0 | -4.7 | -1.4 | -0.1
O=C(Oc1ccc(-c2ccccc2)cc1)C1C2CCCCC21 (stereo not drawn) | 10.6 | -2.4 | 1.7 | 0.0
CCOC(=O)c1c(CN(C)C)oc2ccc(O)cc12 | 14.7 | 16.1 | -0.3 | 0.1
O=C(NCc1nc2ccccc2[nH]1)c1cc(Cl)nc2ccccc12 | -3.3 | 14.7 | -1.2 | -0.1
Cc1cnc(N2CCC(N3CCOCC3)CC2)nc1NC1CC1 | -3.3 | 12.3 | -0.1 | 0.1
CS(=O)(=O)N(CC(=O)Nc1ccccc1Sc1ccccc1)c1ccccc1F | -0.5 | -26.5 | 0.8 | -0.2
CN(C)/C=C(\CCN1CCOCC1)C(=O)c1ccc(F)cc1 | -21.4 | 2.4 | 2.0 | 0.0
O=C(/C=C/c1ccccc1)NC(=S)NNC(=O)c1cccnc1 | -12.4 | 23.2 | -2.1 | -0.3
COc1ccc(C2C(C(=O)N3CC(C)CC(C)C3)c3ccccc3C(=O)N2Cc2ccc(F)cc2)cc1 (stereo not drawn) | 13.6 | 11.0 | 0.6 | 0.4
COc1ccc(N2CCN(c3ncnc4sc(C(=O)N5CCCCC5)c(C)c34)CC2)cc1 | 2.3 | -13.9 | 0.0 | -0.1
O=C1c2ccc(Cl)cc2C(=O)N1c1ccccc1Br | 7.8 | 0.5 | 0.0 | -0.4
C/C(=N/NC(=O)c1ccc([N+](=O)[O-])cc1)c1ccc(Cl)c(Cl)c1 | 10.8 | 12.7 | -1.4 | 0.6
COc1ccccc1C(=O)Nc1nnn(C)n1 | -0.8 | 6.6 | -1.0 | 0.0
COC(=O)c1ccc(COC(=O)c2ccc(I)cc2)cc1 | -32.2 | -0.9 | 2.3 | 0.1
Cc1ccccc1-n1nc2c(c1NC(=O)c1cc(Cl)ccc1[N+](=O)[O-])CSC2 | 5.2 | 3.3 | -0.3 | -0.4
Cc1ccc(NC(=O)c2ccc(NCCCN(C)Cc3ccccc3)c([N+](=O)[O-])c2)cc1F | -11.3 | 4.8 | 0.3 | -0.5
CCCCC/C=C\C/C=C\CCCCCCCC(=O)OC[C@H](O)CO | · | -6.1 | -2.2 | ·
O=C(CSc1ncccc1C(=O)N1CCC(Cc2ccccc2)CC1)c1ccccc1 | 3.0 | 12.0 | -1.1 | 0.0
c1ccc(Nc2nc(Nc3ccccc3)nc(-n3cccn3)n2)cc1 | 16.9 | -1.6 | -0.7 | -0.1
